# Screens (PubChem)
# ADAM17 inh: inhibitors of human ADAM17 | recombinant ADAM17, EDANS/DABCYL FRET peptide cleavage | inhibition, % at 6.95 µM | actives 0.83% (n = 370,000) | AID 720648;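 active means inhibition above the mean of compounds lying between control limits plus 3 SD, set per campaign, cut at about 8.5% in these data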;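 further: 0% = DMSO-only wells as the low control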
# NR1D1 modulator: modulates human Rev-erb alpha binding to DNA; P20393; Rev-erbα–FITC-DNA binding, fluorescence polarization, 90 min; activity, % at 10 µM; actives 0.79% (n = 370,000); AID 1259318;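 active means activity above about 14%, limit read from the data; passing the limit was not always enough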;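 further: 0% = DMSO wells with 35 nM protein and 100% = DMSO wells with 750 nM protein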
# Target sequence (P20393 whole entry, looked up): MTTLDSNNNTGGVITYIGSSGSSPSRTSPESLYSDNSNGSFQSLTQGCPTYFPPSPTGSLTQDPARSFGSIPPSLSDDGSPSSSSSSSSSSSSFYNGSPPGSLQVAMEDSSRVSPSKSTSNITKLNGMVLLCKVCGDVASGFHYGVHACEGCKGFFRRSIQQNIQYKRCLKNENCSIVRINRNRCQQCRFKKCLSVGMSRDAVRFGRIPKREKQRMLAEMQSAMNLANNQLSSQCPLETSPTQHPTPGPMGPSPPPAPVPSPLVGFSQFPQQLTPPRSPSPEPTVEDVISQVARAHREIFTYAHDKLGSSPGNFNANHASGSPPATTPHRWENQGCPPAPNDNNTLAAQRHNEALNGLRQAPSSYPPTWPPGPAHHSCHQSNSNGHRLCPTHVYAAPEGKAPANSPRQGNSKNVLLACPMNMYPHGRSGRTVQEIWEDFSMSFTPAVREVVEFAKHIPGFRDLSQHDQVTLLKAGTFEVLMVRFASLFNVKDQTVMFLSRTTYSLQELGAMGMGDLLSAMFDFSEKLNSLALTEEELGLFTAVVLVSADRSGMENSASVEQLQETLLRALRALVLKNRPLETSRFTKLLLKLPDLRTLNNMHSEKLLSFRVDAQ
# DAX1 inh-1: inhibits human nuclear receptor DAX1 | P51843 | AID 504766 | inhibition, % at 6.75 µM | HEK293 Gal4-DAX1 luciferase reporter, luminescence | actives 0.99% (n = 340,000);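 active means inhibition above the mean over all tested compounds plus 3 SD, cut at about 4.2% in these data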;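 further: 0% = DAX1-transfected cells with DMSO and 100% = empty-vector control cells with DMSO; inhibition shows as a rise in luminescence from relieved DAX1 repression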
# Target sequence (P51843 207-470 limits assumed): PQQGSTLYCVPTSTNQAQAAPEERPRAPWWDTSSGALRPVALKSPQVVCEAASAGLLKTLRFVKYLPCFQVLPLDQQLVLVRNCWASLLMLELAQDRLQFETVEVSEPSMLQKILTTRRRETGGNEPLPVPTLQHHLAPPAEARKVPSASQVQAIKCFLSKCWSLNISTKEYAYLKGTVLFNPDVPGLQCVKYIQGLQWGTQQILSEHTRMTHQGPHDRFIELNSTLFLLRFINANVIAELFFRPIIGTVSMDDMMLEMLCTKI
# PLCg1 inh: inhibitors of human phospholipase C gamma1 | P19174 | purified PLC-gamma1, fluorogenic substrate, fluorescence | inhibition, % at 12.2 µM | actives 0.84% (n = 370,000) | AID 720700; in the data active means inhibition above about 9.5%
# hcDAF12 agonist: H. contortus DAF-12 activation, primary screen; HEK293 hcDAF-12 lit1-tk-luc reporter, luminescence; 0% DMSO, 100% Δ7-dafachronic acid; activation, % at 6.8 µM; actives 1.4% (n = 370,000); AID 652067;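 active means activation above the mean of all tested compounds plus 3 SD, cut at about 5.5% in these data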;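 further: 100% = response to 3 µM Δ7-dafachronic acid high control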
# hgDAF12 agonist: activates the H. glycines DAF-12 receptor ligand-binding domain; HEK293 GAL4-hgDAF12 UAS-luciferase reporter, agonist luminescence; normalized to butyrate control; activation, % at 6.8 µM; actives 1.8% (n = 370,000);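 active means activation above a cutoff set at the mean of all screened compounds plus 3 SD, cut at about 10% in these data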;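 further: 0% = DMSO wells and 100% = sodium butyrate wells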
# DAX1 inh-2: blocks DAX1 repression of SF-1 activated StAR promoter. HEK293T StAR-luciferase reporter, SF-1/DAX-1 repression relief. inhibition, % at 6.8 µM. actives 1.1% (n = 370,000). AID 652010;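 active means inhibition above the mean over all tested compounds plus 3 SD, cut at about 3.6% in these data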;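 further: 0% = DAX-1 cells with DMSO and 100% = cells lacking DAX-1 with DMSO; higher inhibition means more luminescence from relief of DAX-1 repression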
# SMARCA2 act: SMARCA2 function activation, primary screen | MG213 cells, MMTV-luciferase reporter, dexamethasone, overnight | activation, % at 9.1 µM | actives 1% (n = 370,000) | AID 652017; in the data active means activation above about 7.8%;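 further: 0% = vehicle wells and 100% = reference activator wells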
# ssDAF-12 act: activates DAF-12 receptor from parasite S. stercoralis. actives 1% (n = 370,000). activation, % at 6.8 µM. HEK293 ssDAF-12/GRIP1 lit1-tk-luc reporter, luminescence; % of 3 µM dafachronic acid response. AID 652126;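 active means activation above the mean over all tested compounds plus 3 SD, cut at about 0.9% in these data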;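 further: 0% = DMSO-only wells and 100% = 3 µM delta7-dafachronic acid wells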
# MBD2 DNA inh: inhibitors of human MBD2 binding to methylated oligonucleotide. inhibition, % at 4.4 µM. actives 0.31% (n = 370,000). Q9UBB5. TR-FRET; in the data active means inhibition above about 13%
# PLC-beta3 inh: blocks human PLC-beta3 enzyme activity | AID 720704 | Purified PLC-beta3, fluorogenic substrate, fluorescence | actives 0.18% (n = 370,000) | inhibition, % at 12.2 µM | Q01970; in the data active means inhibition above about 11%;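 further: 0% = median of compound wells on plate and 100% = full blocker control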
# The depositor's hits bear a star; . = no result given. Hits appear at their usual frequency, and some 7.4% of all compounds hit somewhere here.
SMILES,ADAM17 inh,NR1D1 modulator,DAX1 inh-1,PLCg1 inh,hcDAF12 agonist,hgDAF12 agonist,DAX1 inh-2,SMARCA2 act,ssDAF-12 act,MBD2 DNA inh,PLC-beta3 inh
COc1cccc(CN2CC(C(=O)NCc3ncc(C)[nH]3)CCC2=O)c1 (stereo unspecified),-3,1,-0.6,0,0.3,0.6,0.0,-2,-0.7,4,-7
Cc1ccc(OCCCSc2ncccn2)cc1C,-3,-4,1.5,1,0.6,6.2,0.8,4,-1.0,4,-3
Cc1ccc(-n2ncc(-c3nnc(SCC(=O)NC4CCCC4)o3)c2N)cc1C,5,-3,-0.9,3,-0.2,0.3,-0.8,-1,-0.7,-1,2
CCOc1ccc(N2C(=O)CSC2=NC#N)cc1,-9,-5,-0.3,-8,1.4,0.1,-0.2,-3,-0.6,0,-13
CCOc1ccc(C(=O)OCC(=O)NCCCc2ccccc2)cc1,0,-2,-0.1,3,-0.9,0.0,-0.2,0,-1.3,-6,-5
COc1ccccc1N1CCN(C(=O)CCCNC(=O)Cn2cnc3sc(C)c(C)c3c2=O)CC1,-1,4,0.0,0,1.2,1.6,0.0,-1,-1.2,-3,-2
COCCN(C(=O)c1csnn1)C(C(=O)NC1CCCCC1)c1ccccc1F (stereo unspecified),-3,1,-0.8,0,-0.1,-1.6,0.2,-1,-1.4,-5,-6
CCCCCCOc1ccc(N2C(=O)CC(SC(=NCC)NCC)C2=O)cc1 (stereo unspecified),-1,0,0.2,2,-1.3,-0.7,1.9,0,-1.8,5,-3
Cc1n[nH]c(C)c1CCCCOc1ccccc1,0,-12,-0.1,-1,-1.6,-0.8,-0.4,1,-1.5,-8,0
O=C(O)c1cccnc1SCC(=O)C12CC3CC(CC(C3)C1)C2,1,7,0.4,1,-2.5,-0.7,-0.7,-2,-0.5,2,-5
CC(=O)Nc1cccc(NC(=O)CCN2C(=O)c3ccccc3S2(=O)=O)c1,-2,-8,-0.3,4,0.3,3.0,1.1,-2,-0.6,0,4
COc1ccc(C)cc1NC(=O)c1nn(C)cc1Br,-4,3,0.2,3,-0.1,0.5,-0.8,-1,-1.2,1,-4

# By substructure: the compounds so far with an NH in an aromatic ring.
SMILES,ADAM17 inh,NR1D1 modulator,DAX1 inh-1,PLCg1 inh,hcDAF12 agonist,hgDAF12 agonist,DAX1 inh-2,SMARCA2 act,ssDAF-12 act,MBD2 DNA inh,PLC-beta3 inh
COc1cccc(CN2CC(C(=O)NCc3ncc(C)[nH]3)CCC2=O)c1 (stereo unspecified),-3,1,-0.6,0,0.3,0.6,0.0,-2,-0.7,4,-7
Cc1n[nH]c(C)c1CCCCOc1ccccc1,0,-12,-0.1,-1,-1.6,-0.8,-0.4,1,-1.5,-8,0

# Carrying on.
SMILES,ADAM17 inh,NR1D1 modulator,DAX1 inh-1,PLCg1 inh,hcDAF12 agonist,hgDAF12 agonist,DAX1 inh-2,SMARCA2 act,ssDAF-12 act,MBD2 DNA inh,PLC-beta3 inh
CN1CCN(CC(=O)Nc2sc3c(c2C(=O)Nc2ccccc2)CCCC3)CC1,-1,2,0.2,-4,-0.3,2.5,2.9,3,-0.4,2,-10
O=C1NC[C@@H](CCCCN2C[C@H](Cc3ccccc3)N(CC3CCCCC3)C(=O)C2=O)N(Cc2ccccc2)C1=O,-2,0,.,2,-1.1,3.0,-0.7,3,-0.4,5,2
CCN(CC)CCSc1nnc2c3ccccc3n(Cc3ccccc3)c2n1,-4,-1,-0.9,-6,2.0,-0.4,0.1,3,-1.4,-3,-18
CC1(C(=O)NCc2ccccc2Br)CCN1Cc1ccc(-c2ccccc2)o1 (stereo unspecified),1,3,.,-1,-1.4,-0.5,-0.4,-1,-0.6,-4,-2
CCCCOc1ccc(S(=O)(=O)NC(=O)C2(C)CCN2C(=O)c2c(C)noc2C)cc1 (stereo unspecified),0,-1,.,6,-0.6,-2.5,0.2,-2,-1.2,-3,4
Cc1ccc(NC(=O)CSc2nc(C)cc(=O)[nH]2)c(C)c1,2,5,.,3,-2.8,-0.2,-0.3,-2,-1.2,1,1
O=C(CN(c1ccccc1)S(=O)(=O)c1ccc(F)cc1)NC1CCCCCC1,-3,-3,-0.2,3,1.4,-1.5,-1.1,-1,-0.7,4,-1
CCc1ccccc1Nc1nc(N)nc(COC(=O)C2=COCCO2)n1,-4,-4,-0.3,1,-0.9,-0.2,0.9,-1,-1.0,4,-4
Cc1cc(NC(=O)/C=C/c2ccccc2Cl)no1,2,-8,2.3,4,3.9,9.5,1.5,5,-0.4,-6,5
O=[N+]([O-])c1cc([N+](=O)[O-])c(Oc2cccc3c2CCCC3)cc1NN1CCCCC1,-4,1,-0.9,0,-0.4,-2.1,-0.3,1,-1.4,0,2
Cc1cccc(-c2noc(CCC(=O)NCC3CCCO3)n2)c1 (stereo unspecified),-1,-1,0.1,0,-1.7,-1.9,0.0,1,-1.1,8,3
CC1CCCC(C)N1C(=O)CSc1nnc(COc2cccc3cccnc23)o1 (stereo unspecified),-3,-3,0.8,-11,-0.7,-0.6,0.1,-1,-1.4,0,-21
O=C(CNC(=O)c1ccco1)OCc1cccc(Cl)c1,-3,0,0.9,0,1.5,-0.3,-0.4,-2,-0.6,1,1
CC(C)(C)c1ccc(C(=O)NCCCn2ccnc2)cc1,-3,5,0.1,0,0.0,0.1,-0.1,0,-1.1,3,-2
O=C(NCc1ccc(F)cc1)c1cccc(NC2=NC3CS(=O)(=O)CC3S2)c1 (stereo unspecified),-1,1,0.8,0,-0.1,0.4,-0.1,0,-0.9,-5,2
CC(C)(C)NC(=O)CSc1ncnc2c1nnn2Cc1ccccc1Cl,0,-4,-0.9,0,-1.1,0.1,0.0,-1,-1.5,1,-1
Cc1ccccc1NC(=O)Cc1ccccc1,-2,-3,1.0,2,-1.0,-3.0,-0.3,5,-1.2,-7,0
NCCc1nnc(SCc2ccccc2F)o1,-1,-1,-0.9,3,0.0,1.1,0.6,-2,-1.9,0,2
COC(=O)c1c(S(N)(=O)=O)c2ccccc2n1C,-38,-4,-0.2,-27,0.2,1.7,-0.5,0,-1.6,0,-33
O=C(CSc1nc2cc3ccccc3cc2[nH]1)Nc1ccc(F)cc1,6,-1,-0.2,2,0.7,3.3,-0.5,-2,-0.2,-2,1
C=CCc1ccc(OCCCCCN2CCOCC2)c(OC)c1,-3,-4,0.5,0,1.0,-1.7,0.1,-1,-1.1,-2,4
COCCNC(=O)CN1N=C(c2ccc(C)cc2)CCC1=O,-2,2,0.5,3,1.2,1.1,-0.2,3,-1.1,2,-4
COC(=O)C1=CN(c2ccc(F)cc2)C(N)=C(C#N)C1c1ccccc1 (stereo unspecified),-4,2,.,-10,1.8,-3.0,1.4,-2,-1.2,-1,-14
CCOc1nc(N2CCOCC2)nc(N2CCOCC2)n1,-3,-4,3.0,-2,0.5,1.3,-0.6,0,-1.7,3,-2
CC(C)(C)NC(=O)CN(C(=O)c1csnn1)c1cccc2c1CCCC2,3,-8,-1.3,2,0.5,-1.7,-0.7,4,-0.6,-1,3
O=C(CSc1ccccc1)Nc1ccc(N2CCN(c3ccccc3)CC2)c(F)c1,0,0,-0.4,3,0.3,-1.1,0.0,0,-1.2,-3,2
O=C(CSc1nc2ccccc2s1)NCC1CCCO1 (stereo unspecified),-2,-3,1.1,1,2.1,3.2,1.5,0,0.3,-4,-2
Cc1ccc(C)n1NC(=O)c1ccc(O)cc1,1,4,-0.9,-12,-0.2,-1.9,0.4,2,-1.5,-4,-14
Cn1c(SCc2ccc(C(C)(C)C)cc2)nnc1-c1ccco1,1,2,.,0,-0.9,3.4,0.0,-2,-1.5,-2,1
CN(C)c1ccc(C(=O)OCC(=O)c2cccs2)cc1,-1,5,0.9,2,8.4*,20*,4.2*,5,1.1*,0,1
CCOC(=O)N1CCN(C(=O)CSCC(=O)Nc2nc(-c3ccccc3)cs2)CC1,-2,-1,0.3,4,-0.7,-1.2,-0.1,1,-1.7,-7,5
CCCOC1CCCN(C(=O)CCCn2nnnc2CN2CCOCC2)C1 (stereo unspecified),-2,4,0.6,-2,-1.1,0.3,1.4,-1,-0.8,-2,-5
Cc1nn(C(C)C(=O)NCc2ccccc2)c(C)c1[N+](=O)[O-] (stereo unspecified),2,1,-0.6,2,-1.1,-0.2,0.2,-3,-1.3,-4,6
Cc1cccc(C)c1NC(=O)CNC(=O)Cc1ccccc1[N+](=O)[O-],0,2,-0.1,3,-2.0,-0.5,-0.4,2,-0.8,6,-5
CSCC[C@H](N)C(=O)NC[C@H]1O[C@@H](n2cnc3c(N)ncnc32)[C@H](O)[C@@H]1O,1,3,-0.3,3,-3.0,-4.0,-0.1,-4,-1.1,-4,1
CSCC[C@H](NC(=O)CCn1nnc2ccccc2c1=O)C(=O)O,4,-4,-0.9,11*,-1.2,0.9,-0.6,-6,-1.2,-7,12*
CCOC(=O)C1CCN(C(=O)c2sccc2Cl)CC1,-3,6,0.5,-1,-1.4,-1.9,-0.2,-7,-1.1,2,-7
N#Cc1ccccc1Cn1c(=O)n(-c2ccc(CC(=O)NCc3ccco3)cc2)c(=O)c2sccc21,1,1,-0.1,0,0.5,-3.5,-0.1,-5,-1.6,0,-1
CC(=O)c1cnc2cc(-c3ccc(Cl)cc3)nn2c1C,-7,28*,0.9,-32,1.3,5.5,0.5,5,-0.7,-1,-48
Cc1nn(CC(=O)NC2CC2)c(C)c1S(=O)(=O)N(C)C,-3,11,1.1,8,-1.3,3.0,-0.6,-2,-0.8,2,-1
Cc1cc(C)n2nc(SC(C)C(=O)NC3CCCCC3C)nc2n1 (stereo unspecified),-3,3,0.9,4,-0.1,0.7,-0.2,1,-0.6,0,-1
CCOC(=O)c1ccc(CSc2ncn[nH]2)o1,-2,-3,2.4,2,1.8,-3.7,-0.3,-1,-1.3,3,0
CC(C)N(C(=O)c1ccccc1-c1ccccc1)C(C)C,-1,0,-1.8,1,-2.1,-0.7,-1.1,-3,-1.5,1,4
CCC(Oc1ccccc1OC)C(=O)Nc1ccc2c(c1)OCCO2 (stereo unspecified),-4,0,0.2,3,-4.0,-3.5,-0.1,-4,-1.4,-3,-8
O=C(Nc1cc2c3c(c1)CC(=O)N3CCC2)c1ccccc1F,-1,-3,-0.8,-1,-1.8,2.3,-0.3,0,-1.2,1,-5
Cc1cc(=O)oc2c1ccc1oc(/C(=N/O)c3ccccc3)c(C)c12,0,6,-1.4,0,-3.0,-1.3,-0.2,-1,-1.7,0,-2
Cc1ccccc1N1CCN(C(=O)C2CCCCC2)CC1,0,5,-1.8,6,-0.6,0.0,-0.1,1,-1.4,-2,5
O=S1(=O)c2ccc(Br)cc2OC[C@H](Cc2ccccc2)N1Cc1cn(Cc2ccc(F)cc2)nn1,5,-8,.,4,2.6,4.5,0.9,-5,-1.3,-1,6
CCN(CC(=O)NCc1ccc(Cl)cc1)S(=O)(=O)c1ccc(NC(C)=O)cc1,-2,3,1.1,0,-0.1,-1.0,-0.5,2,-1.8,-1,-6
O=C(NCc1cccnc1)C1CCN(C(=O)c2ccc(Cl)cc2Cl)CC1,-4,-2,0.3,-1,0.6,1.1,0.3,-4,-0.6,3,4
